# Assay outcomes: PubChem BioAssay, National Center for Advancing Translational Sciences (NCATS)
# ALOX12 inh: blocks human arachidonate 12S-lipoxygenase; P18054; purified 12hLO, xylenol orange hydroperoxide absorbance; Potency, µM (series often up to 108 µM), for inactives: at the top dose activity change, negative = inhibition, hits mostly inhibitors; 580,000 tested, 1.1% active; active means well fitted inhibition curve with a large enough effect; inconclusive means small, poorly fitted or top-dose-only effect, or another doubt; inactive means no such curve, though single readings can be large or run the other way
# Target sequence (P18054 whole entry, looked up): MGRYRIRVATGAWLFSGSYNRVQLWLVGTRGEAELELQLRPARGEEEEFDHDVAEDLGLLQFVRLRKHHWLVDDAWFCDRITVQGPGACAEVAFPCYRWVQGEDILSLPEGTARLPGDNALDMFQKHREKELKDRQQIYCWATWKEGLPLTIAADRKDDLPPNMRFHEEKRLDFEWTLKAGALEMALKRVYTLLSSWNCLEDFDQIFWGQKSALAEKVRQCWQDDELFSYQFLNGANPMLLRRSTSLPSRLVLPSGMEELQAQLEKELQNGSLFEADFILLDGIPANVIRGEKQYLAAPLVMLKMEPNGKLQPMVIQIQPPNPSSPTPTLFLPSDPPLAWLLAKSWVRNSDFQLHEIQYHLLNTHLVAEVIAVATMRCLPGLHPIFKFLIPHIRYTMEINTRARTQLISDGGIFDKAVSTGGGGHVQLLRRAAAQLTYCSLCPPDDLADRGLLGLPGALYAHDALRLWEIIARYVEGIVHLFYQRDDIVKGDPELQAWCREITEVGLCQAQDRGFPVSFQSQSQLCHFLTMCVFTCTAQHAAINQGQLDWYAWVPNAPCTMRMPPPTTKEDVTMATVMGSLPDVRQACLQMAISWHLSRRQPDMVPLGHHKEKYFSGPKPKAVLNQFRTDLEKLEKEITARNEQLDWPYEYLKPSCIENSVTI
#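 Hydroperoxide product was detected by ferrous iron/xylenol orange as the 573 to 405 nm absorbance ratio. Arachidonic acid at 40 uM (final) was turned over for 30 min at room temperature by 150 nM human 12hLO, pH 7.0 Hepes buffer, after 15 min compound preincubation.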
# Numbers without * were called inactive; ? = inconclusive; [ ] = remark or other dose. On the % scale 0 is the no-effect control and ±100 the full control effect; potency means the concentration at half of the fitted maximal effect. A portion of the library; the hit share may differ from the screen's.
SMILES,ALOX12 inh
CCOc1ccc2nc(S(=O)(=O)NC(=O)C3(C)CCN3C(=O)c3cccc(F)c3)sc2c1 (stereo not given),?
O=C(c1nc2sccn2c1Br)N1CCC(n2cc[nH]c2=O)CC1,1.1%
CNC(=O)NC(=O)CN(C)Cc1ccc(C(C)C)cc1,?
CCCNC(=O)C[C@@H]1CCN(S(=O)(=O)c2c(C)noc2C)C[C@@H]1CC,57.2%[activator][176 µM]
COc1ccc(NC(=O)c2cnc3c(c2)N([S+](=O)([O-])c2cccnc2)CCC3)cc1OC,50.6%[activator]
O=C(NCCC1CCCC1)C1CC1,-14.8%
O=C(C1CCCC1)N1CC2(CCCN(CC3CC3)C2)Cc2ccccc21 (stereo not given),?
NCCc1ccc(CN2C[C@@H]3CC[C@H](C2)N(Cc2ccccc2)C3)cc1,70.8%[activator]
CC(C)n1c(CNC(=O)CC[C@H]2NC(=O)c3ccccc3NC2=O)nc2ccccc21,43.4%[activator]
Cc1cccc(CNC(=O)CCC2CCN(S(=O)(=O)c3cccc(F)c3)CC2)c1,16.1%
O=C(Nc1ccc(Cl)cc1)C1Cc2c(-c3ccccc3)ccnc2O1 (stereo not given),?
CCOc1ccccc1NC(=O)N1CC2CC(C1)[C@H]1CCCC(=O)N1C2 (stereo not given in full),31.2%[activator]

# Three compounds already listed, arranged by their value in ALOX12 inh, high to low:
SMILES,ALOX12 inh
Cc1cccc(CNC(=O)CCC2CCN(S(=O)(=O)c3cccc(F)c3)CC2)c1,16.1%
O=C(c1nc2sccn2c1Br)N1CCC(n2cc[nH]c2=O)CC1,1.1%
O=C(NCCC1CCCC1)C1CC1,-14.8%

# Next records follow:
SMILES,ALOX12 inh
COc1ccccc1N1CCN(C(C(=O)O)c2c[nH]c3ccc(NC(=O)c4ccccc4)cc23)CC1 (stereo not given),8.8%
COCCN(C)Cc1c(C(=O)N(C)Cc2ccccc2)nc2ccccn12,13.1%
CC(C)OC(=O)Cn1nnc2sc3c(c2c1=O)CCCC3,22.6%
CC(c1ccccc1)N(C)C(=O)c1cccc(CS(C)(=O)=O)c1 (stereo not given),5.3%
CCc1nc2ccc(C(=O)Nc3cccc(OCC(=O)N(C)C)c3)cn2c1N(C)C(=O)c1cccc(OC)c1,-2.8%
Nc1nc(-c2ccccc2)c(CC(=O)O)s1,-13.2%
O=C(c1ccccc1F)N1CCc2nc(C3CC3)nc(-c3ccc(Cl)cc3)c2C1,44.7µM*
O=C(c1ccc2ncccc2c1)N1CCC2(CC1)CC(CO)N(C(=O)c1ccccc1)C2 (stereo not given),10.4%
CCOC(=O)/C(C#N)=C/N=CN(C)C,11.9%
CCN1CCN(c2nc(SC)nc(-c3ccc(Cl)cc3)c2C#N)CC1,?
O=C(NC1CC1)c1ccc(CN(C2CC2)S(=O)(=O)c2ccc3c(c2)CCCC3)cc1,0.0%
COc1ccc(-c2cnn3c(C)cc(C)nc23)cc1S(=O)(=O)NCc1ccccc1C(F)(F)F,2.0%
Fc1ccc(F)c(CNCCN2CCCC2)c1,?
O=C(C1CC1)N1CCN2C(=O)NC[C@H]2C1,9.4%[176 µM]
COc1ccccc1Oc1ccc(N/C=C/C(=O)c2ccc(Cl)cc2)cc1,?
O=C(O)c1ccc2c(c1)n(Cc1ccc(F)cc1)c(=O)c1ccnn12,15.9%
Cc1nc2cc(C(=O)Nc3ccc(N(C)C)cc3)ccc2n1-c1ccccc1,?
NCc1ccc(-c2cccc(C(F)(F)F)c2)cc1,-2.7%[12.5 µM]
OCC1(Cc2ccc(F)cc2F)CCCN(c2cnc3ccccc3n2)C1 (stereo not given),?
CC(NC(=O)c1ccc2c(c1)CC(=O)N2C)c1ccccc1 (stereo not given),26.8%
Cn1ncc(N2CCCC(CC(=O)NCc3ccccc3F)C2)cc1=O (stereo not given),15.5%
CCc1cnc(C)nc1N1CCC(Oc2ccccc2OC)(C(=O)O)CC1,2.4%
OC(c1ccccc1)c1nc(-c2cncnc2)cs1 (stereo not given),-42.0%
CCc1cc(=O)n(CC(=O)NCc2ccc(OC)c(OC)c2)c(-c2ccccc2)n1,31.4%[activator]
CC(Nc1ccccc1[N+](=O)[O-])c1cccc(S(N)(=O)=O)c1 (stereo not given),-3.5%
N#Cc1cccc(NC(=O)N[C@H]2CO[C@H]3[C@@H]2OC[C@@H]3Nc2nccc(C3CCCC3)n2)c1,-13.9%[176 µM]
COC(=O)CNC(=O)N1CCN(C(=O)N2CC3CC(C2)[C@H]2CCCC(=O)N2C3)CC1 (stereo not given in full),25.3%
C[C@@H](c1ccccc1)N1C[C@@H](COCc2ccccc2)Oc2cc(N3CCC[C@H]3C(N)=O)ccc2S1(=O)=O,-1.8%
Cc1cnc(C(=O)NC2C[C@H]3CC[C@@H](C2)N3C(=O)c2ccc(OC(C)C)cc2)cn1 (stereo not given in full),41.6%[activator]
CCOC(=O)c1c(-c2ccc(OC)cc2)csc1NC(=O)CNC(C)(C)C,1.3%
Cc1cc2ccccc2n1CC(=O)N1CCN(CC(=O)N2CCCC2)CC1,-1.5%
O=C(NC1CCN(C(=O)N2CC3CC(C2)[C@H]2CCCC(=O)N2C3)CC1)C1CC=CC1 (stereo not given in full),22.3%
COCC1CN(C2CCC2)CC12CCN(C(=O)C(C)C)CC2 (stereo not given),48.3%[activator]
COc1ccccc1-c1cc(-c2cccnc2)c2cncn2c1,22.5%[176 µM]
COCCNC(=O)c1sc(NCc2ccco2)nc1C,31.1%[activator]
CCOc1ccccc1NC(=O)c1cc2n(n1)CC(c1ccc(Cl)cc1)OC2 (stereo not given),10.8%
NC(=O)CSc1nc(-c2cccs2)nc2ccccc12,-7.6%
COc1cccc(-c2noc(-c3nc(-c4ccc5c(c4)OCO5)no3)n2)c1OC,36.2%[activator]
Cc1cccc(COC[C@H](Cc2ccccc2)N2CCN(C(=O)c3ccc(C(F)(F)F)cc3)CCC2=O)c1,?
CC(C#N)Sc1nnc(-c2c[nH]c3ccccc23)n1C1CC1 (stereo not given),-14.2%
CN(C)[C@@H]1CN(C(=O)c2ccccc2F)CC[C@]1(O)c1ccccc1,55.9%[activator]
N#C/C(=C/c1ccccc1OC(F)F)C(=O)Nc1ccccc1Oc1ccccc1,1.3%
Cc1ccc(-c2ccc(=O)n(Cc3noc(C(=O)NCCc4cccs4)n3)n2)cc1,5.8%
CC(C)Sc1nc(N2CCOCC2)c2c(c1C#N)CCCC2,5.4%
Cc1cccc(NC(=O)COc2ncnc3ccccc23)c1,?
CN1C(=O)CO[C@H]2CN(C(=O)C3CC3)C[C@H]21,62.0%[activator][176 µM]
CCN(CC(=O)NC)C(=O)c1n[nH]c(=O)c2ccccc12,?
COc1cccc(-c2nc(-c3nnn4c3COC(c3ccccc3Cl)C4)no2)c1 (stereo not given),47.9%[activator]

# Part of the list above, with the structure last.
ALOX12 inh | canonical_smiles
2.0% | COc1ccc(-c2cnn3c(C)cc(C)nc23)cc1S(=O)(=O)NCc1ccccc1C(F)(F)F
? | Fc1ccc(F)c(CNCCN2CCCC2)c1

# (cont.)
SMILES,ALOX12 inh
COc1ccc(CN2CCC3(Cc4ccccc4CNC3=O)C2)cn1 (stereo not given),9.6%[6.33 µM]
CC(C)(C)NC(=O)N1CCCCCCNC(=O)[C@@H]2C[C@@H](C(=O)N3CCc4ccccc4C3)C[C@@H]21,42.5%
COc1ccccc1/C=C/CN1CCCC(CCC(=O)Nc2ccccc2F)C1 (stereo not given),0.1%
CCC1CCCCN1C(=O)Cn1cccc1-c1nc(-c2ccc(C)cc2)no1 (stereo not given),4.8%
CC1CCC/C(=N/NC(=S)Nc2ccccc2)C1 (stereo not given),28.2µM*
CCOC(=O)c1cnc2ccccc2c1Nc1ccc(OCC)cc1,-0.6%
Cc1nc(-c2cn(C3CCCN(C(=O)c4cccc(Cl)c4)C3)nn2)no1 (stereo not given),1.5%
CCc1nc2c(OCc3ccc(F)c(F)c3)cccn2c1N(C)C(=O)c1cccs1,?
CSc1nc2nc(Cl)c(Cl)nc2[nH]1,-15.2%
Cc1ccc(CNC(=O)c2ccc(-c3ccc(N4CCCCC4)nc3)cc2)o1,12.1%
Nc1c(Br)cc([N+](=O)[O-])cc1Br,-9.0%
CCC1=C(C(=O)OC)C(c2ccc(C)cc2C)N2C(CC(=O)N3CCCCC3C)=CSC2=N1 (stereo not given),?
COc1ccccc1-c1[nH]ncc1CN1CCCN(S(=O)(=O)c2ccccc2)CCC(=O)NCC1,32.3%[activator]
OC(Cn1ccnc1-c1cc(F)ccc1-n1cccn1)c1ccccc1 (stereo not given),23.5%
COc1cc(/C=C(/C#N)c2ccccn2)ccc1OC(F)F,?
Cc1cc2c(c(=O)n1CCN(C)C)C(c1c(Cl)cccc1Cl)C(C#N)=C(N)O2 (stereo not given),1.0%
Cc1cc(I)c(-c2c(I)cc(C)c(N)c2C)c(C)c1N,-18.4%
COCC(=O)N1CCc2nc(-c3ccccc3)nc(-c3ccc(OC)cc3)c2C1,?
COc1ccc(SCCC(=O)NC23CC4CC(CC(C4)C2)C3)cc1,1.4%
Cc1csc(NC(=O)c2nc3c(o2)CCN(Cc2cc(F)ccc2F)CC3)n1,19.8%[176 µM]
O=C(O)CCc1ncc(-c2c(F)cccc2F)o1,-1.2%
Cc1cccc(C)c1NC1=NS(=O)(=O)c2ccccc21,-12.4%
CN1C[C@@H](NC(=O)COc2ccccc2)C[C@H]1c1nc(-c2cccnc2)no1,19.5%[176 µM]
Cc1cc(N2CCN(C(=O)OC(C)(C)C)C[C@H]2C)ccc1N1CCN(Cc2ccccc2)[C@@H](C)C1,1.4%
CCc1ccc(Nc2nnc(SCC(=O)Nc3ccnn3C3CCCC3)s2)cc1,-1.4%
Cc1nnn2c(C(=O)NCc3ccc(Cl)cc3)cccc12,19.1%[176 µM]
COC(=O)c1ccc(OCC(O)CN2CCCN(c3ccc(C(F)(F)F)cn3)CC2)cc1 (stereo not given),-27.8%
O=C(CCl)N1CC=C(c2ccccc2)CC1,?
CN(CCCn1ccc(NC(=O)OCc2ccccc2)nc1=O)Cc1ccco1,?
Nc1cccc(COCC(F)(F)C(F)F)c1,-4.4%
CC1(C)OC(=O)C2=C(C[C@@H](C3CCCCC3)O[C@@H]2c2ccc(Cl)cc2)O1,-6.9%
CC(C)c1cc(N)n[nH]1,33.7%[activator]
COC(=O)[C@H](Cc1ccc(OC)cc1)NC(=O)[C@H]1CN(S(=O)(=O)c2ccccc2)CCN1S(=O)(=O)c1ccccc1,-16.5%
O=C(O)c1nn(Cc2ccccc2)c(=O)c2ccccc12,-22.7%
Cc1c(Cl)cccc1NC(=O)N1CCC(Oc2ncccc2C(=O)N2CCOCC2)C1 (stereo not given),21.1%
CCOc1cc(C(=O)N2CCC(Cc3nc(-c4cnccn4)no3)CC2)cc(OCC)c1OCC,33.2%
O=C(Cn1nc2c(cc1=O)CCCCC2)NCCCc1nnc2ccccn12,10.9%
CCOC(=O)NC(c1ccccc1)C(C(=O)OCC)C(=O)OCC (stereo not given),13.7%
Cc1cc(Cl)ccc1S(=O)(=O)N1CCCC(Cn2c(C)nc3cccnc32)C1 (stereo not given),39.3%[activator]
CC(Sc1nc(Cl)nc2nc[nH]c12)C(=O)N1CCN(c2cccc(Cl)c2)CC1 (stereo not given),-46.3%
c1ccc2[nH]c(CCCCCc3nc4ccccc4[nH]3)nc2c1,10.5%
COCCNC(=O)[C@@H]1CCC[C@@H](NC(=O)c2ccc(OC)cc2)CN(C)C(=O)C1,48.4%[activator][176 µM]
Fc1cccc(Nc2ncnc3c2oc2ccccc23)c1,-2.0%
COc1ccc(CN2C=C(C(=O)OCc3c(C)noc3C)C(C)=NS2(=O)=O)cc1,24.1%
CC(C)(C)C(=O)Nc1nc2c(s1)C[C@@H]1[C@](C)(CO)[C@H](O)CC[C@@]1(C)[C@@H]2CC(=O)O,9.0%[176 µM]
CN1CC(=O)N(CC(=O)N2CCC3(CC2)[C@H](O)C[C@@H]3OCCO)C1=O,0.7%
CN(C)C[C@@H]1CN(Cc2ccccc2)C[C@H]1NC(=O)c1cnn(C)c1,51.1%[activator]
Cc1ccc(C(=O)N2CCC(N3CCCC3=O)CC2)cc1O,66.8%[activator]
Cc1c(Cl)cccc1N(CC(=O)NCCN1CCOCC1)S(=O)(=O)c1ccccc1,8.2%
CCOC(=O)C1CCN(C(=O)C2COC3(CCCCC3)N2C(=O)c2cccc(Cl)c2)CC1 (stereo not given),20.7%
CC1CCCN(C(=O)c2cc(-c3cccnc3)nc3ccc(Cl)cc23)C1 (stereo not given),-12.0%
O=C1CC(c2c[nH]c3ccccc23)c2c(c3ccccc3[nH]c2=O)O1 (stereo not given),?
O=S(=O)(NC1=NCN(CCO)CN1)c1ccc(Br)cc1,-21.6%
Cc1ccc(-c2nc(Cn3cnc4sccc4c3=O)co2)c(C)c1,?
CN(Cc1ccccc1C(F)(F)F)C(=O)c1ccccc1Cl,42.8%[activator][176 µM]
Cc1ccc(-c2cc(-c3ccc(C)cc3C)[nH]n2)c(C)c1,25.8%
COc1ccccc1-c1ncc2c(n1)OCCN(Cc1ccc(F)cc1F)C2=O,-24.2%[176 µM]
O=C(CCc1ncc(-c2ccccc2)o1)Nc1ccncc1,8.7%
Cc1oc(-c2ccccc2)nc1CC(=O)N1CCNC(=O)C1,-11.5%
CCCNC(=O)c1ccc2[nH]c(C)c(C)c2c1,12.4%

# For convenience, part of the list above:
SMILES,ALOX12 inh
Cc1c(Cl)cccc1N(CC(=O)NCCN1CCOCC1)S(=O)(=O)c1ccccc1,8.2%
CCOC(=O)C1CCN(C(=O)C2COC3(CCCCC3)N2C(=O)c2cccc(Cl)c2)CC1 (stereo not given),20.7%
CC1CCCN(C(=O)c2cc(-c3cccnc3)nc3ccc(Cl)cc23)C1 (stereo not given),-12.0%
O=C1CC(c2c[nH]c3ccccc23)c2c(c3ccccc3[nH]c2=O)O1 (stereo not given),?
O=S(=O)(NC1=NCN(CCO)CN1)c1ccc(Br)cc1,-21.6%
